# Screening data (PubChem BioAssay)
# Pol beta inh: inhibitors of human DNA polymerase beta. AID 485314. Potency, µM (series often up to 114 µM), without a hit: at the highest dose activity change, negative = inhibition, usual class: inhibitors. P06746. actives 1.3% (n = 340,000). Pol beta primer extension/strand displacement, fluorescence kinetic; note: % is set by controls: 0 for no effect and ±100 for the full control effect
#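 10 nM enzyme + cpd, 15 min RT; start with substrate 50 nM final; read 0 min and after 10 min RT. Corrected, normalized data; 4-parameter Hill curve fit.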
# POLI inh: DNA polymerase iota (human) inhibition; Q9UNA4; Pol iota fluorescent replication assay, 10 min; Potency, µM (series often up to 115 µM), without a hit: at the top dose activity, negative = inhibition, hits mostly inhibitors; actives 1% (n = 390,000)
#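 Fluorescent replication assay read twice, at 0 min and 10 min after adding 50 nM (final) substrate. Enzyme (10 nM) and compounds were first incubated 15 min at room temperature; enzyme-free buffer wells were negative controls.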
# G9a block: inhibitors of human histone lysine methyltransferase G9a; G9a H3K9 monomethylation, AlphaScreen, 2 h; Potency, µM (doses to about 102 µM), for inactives: at the top dose activity, negative = inhibition, usual class: inhibitors; actives 8.8% (n = 350,000); AID 504332; note: % is set by controls: 0 for no effect and ±100 for the full control effect; nearly all actives have a fitted effect of over 75% in size
#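 Signal arises when biotinylated H3K9 peptide, once monomethylated, bridges streptavidin donor and antibody-captured acceptor beads. Enzyme at 20 nM was preincubated 15 min with test compounds; peptide 500 nM and SAM 20 uM then reacted for 2 h.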
# POLK inh: inhibitors of human DNA polymerase kappa; Q9UBT6; purified Pol kappa, fluorescent DNA synthesis assay, 10 min; Potency, µM (titrated, usually from 107 µM), for the others: top-dose activity, negative = inhibition, most hits filed as inhibitors; actives 0.53% (n = 400,000); note: % is set by controls: 0 for no effect and ±100 for the full control effect
#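 50 nM final substrate added after 15 min RT preincubation of 10 nM Pol kappa with compound; fluorescence read at 0 and 10 min.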
# JMJD2A Tudor: blocks the human JMJD2A Tudor domain | Potency, µM (top dose mostly 114 µM), for the others: at the top dose activity change, negative = inhibition, usual class: inhibitors | AID 504339 | AlphaScreen JMJD2A-Tudor / H3K4me3 peptide binding | actives 4.4% (n = 390,000) | O75164; note: % is set by controls: 0 for no effect and ±100 for the full control effect; nearly all actives have a fitted effect of over 50% in size
# BAZ2B block: blocks human BAZ2B. Q9UIF8. AlphaScreen BAZ2B-H3K14Ac peptide displacement. Potency, µM (top dose mostly 114 µM), for inactives: at the top dose activity change, negative = inhibition, actives largely listed as inhibitors. actives 4.4% (n = 360,000). AID 504333; note: % is set by controls: 0 for no effect and ±100 for the full control effect; nearly all actives have a fitted effect of over 60% in size
# Target sequence (Q9UIF8 whole entry, looked up): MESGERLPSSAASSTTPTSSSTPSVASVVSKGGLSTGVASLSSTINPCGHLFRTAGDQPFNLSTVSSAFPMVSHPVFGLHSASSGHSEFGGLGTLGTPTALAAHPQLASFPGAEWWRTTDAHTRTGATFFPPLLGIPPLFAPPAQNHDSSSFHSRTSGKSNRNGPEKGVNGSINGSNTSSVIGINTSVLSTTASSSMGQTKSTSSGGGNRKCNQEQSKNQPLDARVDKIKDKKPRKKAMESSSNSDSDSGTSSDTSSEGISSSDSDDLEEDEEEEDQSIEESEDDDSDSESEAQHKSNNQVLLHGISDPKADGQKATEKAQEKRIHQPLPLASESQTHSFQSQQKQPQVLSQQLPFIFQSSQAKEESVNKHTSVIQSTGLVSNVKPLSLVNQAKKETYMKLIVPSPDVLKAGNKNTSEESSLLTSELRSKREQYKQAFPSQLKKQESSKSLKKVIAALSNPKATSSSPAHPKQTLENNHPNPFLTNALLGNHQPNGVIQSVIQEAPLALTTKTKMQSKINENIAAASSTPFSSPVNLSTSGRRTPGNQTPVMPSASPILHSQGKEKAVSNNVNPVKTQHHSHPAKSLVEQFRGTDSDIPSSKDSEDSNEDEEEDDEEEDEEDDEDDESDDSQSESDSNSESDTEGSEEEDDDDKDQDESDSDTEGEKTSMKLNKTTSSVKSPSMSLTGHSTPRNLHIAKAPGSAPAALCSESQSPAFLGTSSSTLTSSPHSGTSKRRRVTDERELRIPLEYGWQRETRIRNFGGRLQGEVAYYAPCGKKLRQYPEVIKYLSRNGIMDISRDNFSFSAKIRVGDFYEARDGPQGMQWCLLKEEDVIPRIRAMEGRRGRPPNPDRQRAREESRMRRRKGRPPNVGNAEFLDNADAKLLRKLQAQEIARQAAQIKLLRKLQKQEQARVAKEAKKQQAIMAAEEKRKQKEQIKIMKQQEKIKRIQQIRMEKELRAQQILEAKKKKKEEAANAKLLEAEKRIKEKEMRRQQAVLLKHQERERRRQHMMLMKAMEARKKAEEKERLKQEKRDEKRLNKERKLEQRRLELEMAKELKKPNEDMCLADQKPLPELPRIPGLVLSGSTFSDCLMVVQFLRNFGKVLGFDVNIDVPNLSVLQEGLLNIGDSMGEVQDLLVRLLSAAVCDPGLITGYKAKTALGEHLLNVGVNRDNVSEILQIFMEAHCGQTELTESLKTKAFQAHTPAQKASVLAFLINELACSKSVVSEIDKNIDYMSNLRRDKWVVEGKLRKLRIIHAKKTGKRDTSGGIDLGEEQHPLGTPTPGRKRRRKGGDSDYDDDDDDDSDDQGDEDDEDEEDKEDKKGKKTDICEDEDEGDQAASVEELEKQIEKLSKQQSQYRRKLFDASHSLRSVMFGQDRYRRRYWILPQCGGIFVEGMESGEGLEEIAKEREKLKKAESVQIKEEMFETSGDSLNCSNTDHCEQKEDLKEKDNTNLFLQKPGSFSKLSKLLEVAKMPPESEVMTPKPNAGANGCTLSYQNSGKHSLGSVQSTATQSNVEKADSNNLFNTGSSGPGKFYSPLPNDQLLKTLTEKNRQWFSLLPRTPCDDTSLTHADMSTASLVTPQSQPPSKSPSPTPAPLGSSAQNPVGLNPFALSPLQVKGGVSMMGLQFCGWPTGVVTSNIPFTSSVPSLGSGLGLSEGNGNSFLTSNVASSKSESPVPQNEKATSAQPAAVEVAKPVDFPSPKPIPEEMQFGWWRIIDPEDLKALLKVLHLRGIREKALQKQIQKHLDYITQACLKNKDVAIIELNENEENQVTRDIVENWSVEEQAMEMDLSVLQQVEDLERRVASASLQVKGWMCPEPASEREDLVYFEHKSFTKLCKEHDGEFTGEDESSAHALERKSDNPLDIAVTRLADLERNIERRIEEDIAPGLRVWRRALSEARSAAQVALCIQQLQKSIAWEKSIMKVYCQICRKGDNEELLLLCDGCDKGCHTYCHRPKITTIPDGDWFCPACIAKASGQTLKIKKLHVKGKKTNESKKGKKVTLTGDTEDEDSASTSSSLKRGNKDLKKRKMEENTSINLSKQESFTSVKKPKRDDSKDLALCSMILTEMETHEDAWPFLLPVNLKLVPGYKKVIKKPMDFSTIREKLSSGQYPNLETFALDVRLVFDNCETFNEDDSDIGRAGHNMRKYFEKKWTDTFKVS
#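 BAZ2B 50 nM plus b-H3(5-23)K14Ac 50 nM, PBS pH 7.4/0.01% Tween-20, 30 min RT; compound added (max 110 uM), 30 min RT; streptavidin donor/Ni-chelate acceptor beads 10 ug/mL final, 20 min dark; AlphaScreen read.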
# BLM inh: inhibitors of human Bloom syndrome helicase BLM | P54132 | recombinant BLM DNA unwinding, fluorescence dequenching | Potency, µM (highest dose often 56.1 µM), without a hit: at the highest dose activity change, negative = inhibition, most hits filed as inhibitors | actives 0.2% (n = 350,000) | AID 2528;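 note: plate controls were vehicle for no effect and no enzyme for full effect; nearly all actives have a fitted effect of over 35% in size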
# APEX1 inh: inhibitors of human APE1 endonuclease; P27695; recombinant APE1, TAMRA/BHQ-2 abasic DNA cleavage fluorescence; Potency, µM (top dose mostly 65.8 µM), for the others: top-dose activity change, negative = inhibition, most hits filed as inhibitors; actives 0.35% (n = 350,000); AID 2517;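 note: plate controls were vehicle for no effect and reference inhibitor for full effect; nearly all actives have a fitted effect of over 55% in size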
#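 0.75 nM APE1 + cpd, 15 min RT; start w/ 50 nM TAMRA/BHQ-2 THF-abasic dsDNA; kinetic fluor 525/598 nm ×3 reads @60 s; Δ(read3−read1); normalized to DMSO and NSC13755 control wells.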
# Pol eta inh: inhibitors of human DNA polymerase eta | Q9Y253 | recombinant Pol eta, fluorescent DNA replication assay | Potency, µM (highest dose often 114 µM), for inactives: at the top dose activity change, negative = inhibition, most hits filed as inhibitors | actives 1.2% (n = 390,000) | AID 588591; note: % is set by controls: 0 for no effect and ±100 for the full control effect
#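 Pol eta at 10 nM preincubated with compounds 15 min at room temperature; reaction started with fluorescent substrate (50 nM final) and read kinetically at 0 and 10 min.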
# * = called active by the depositor; ? = inconclusive; · = no result given; & = joins results of further samples; ! = repeats disagree; [ ] = another dose, or the depositor's remark. Calls come from the whole dose curve; as a rule, active = well fitted curve in the direction sought with a large enough effect; inconclusive = small, poorly fitted or top-dose-only effect, or another doubt; inactive = no such curve, though single readings can be large; an effect the other way counts as inactive or inconclusive. Potency is the fitted concentration of half-maximal effect. This is a subset; rates above refer to the full screens.
SMILES,Pol beta inh,POLI inh,G9a block,POLK inh,JMJD2A Tudor,BAZ2B block,BLM inh,APEX1 inh,Pol eta inh
Cc1ccc(C(=O)Nc2ccc(C(=O)N/N=C/c3c[nH]c4ccccc34)cc2)cc1,0.8%,19.1%,12.5%,-7.0%,-11.4%,-11.6%,-2.2%,-5.6%,-22.1%
COC(=O)c1cc(C(=O)OCC(=O)NC2CCCCCCC2)cc([N+](=O)[O-])c1,·,8.2%,-91.1%[59 µM],-4.6%,-32.9%,-28.7%,·,16.1%,-8.1%
O=C1N/C(=N/S(=O)(=O)Cc2ccccc2)S/C1=C/c1ccc2c(c1)OCO2,6.2%,?,·,-26.9%,-14.0%,-1.1%,-5.5%,-2.9%,-8.2%
COc1ccc(NC(=O)c2cc(=O)c3ccccc3o2)cn1,13.7%,-18.9%,-8.5%[59 µM],-0.8%,4.9%,14.5%,-7.8%,-7.4%,-10.6%
CCCN(C(=O)c1ccc(N(C)S(=O)(=O)c2ccc(C)cc2)cc1)C1CCS(=O)(=O)C1 (configuration not stated),·,8.8%,-9.8%,-0.8%,-4.8%,-38.4%,·,-7.7%,-12.4%
O=C(OCc1cncs1)c1ccccc1,5.6%,13.4%,1.6%,9.4%,-19.1%,2.5%,-1.3%,-2.1%,-11.9%
Cc1cccc(NC(=O)/C(C#N)=C/c2ccccc2Cl)n1,34.0%,26.1%,-4.9%,-10.9%,-10.3%,-9.5%,-9.3%,-2.5%,-14.5%
Cc1nnc(-c2cnn(-c3ccccc3)c2N)n1Cc1ccncc1,13.6%,23.0%,44.8%,-0.6%,-9.0%,3.2%,-1.3%,1.0%,-15.8%
O=S(=O)(c1ccccc1)N1CCC2(CCCN(Cc3ccccc3)C2)CC1,·,·,-3.6%[12.7 µM],-0.4%[60.1 µM],·,·,2.0%,2.8%,·
O=C(NC(=S)N1CCCC1)c1cccc([N+](=O)[O-])c1,0.7%,27.1%,79.4µM*,5.7%,-20.8%,-38.1%,-2.2%,-9.4%,6.1%
CCN(C(=O)COC(=O)c1cccn1C)C1CCS(=O)(=O)C1 (configuration not stated),36.1%,27.4%,9.4%,-2.0%,1.4%,11.2%,-2.3%,36.3%[activator],-0.4%
c1ccc(-c2ccc(-c3ccccn3)nn2)nc1,0.8%,·,?,·,·,2µM*,-8.8%,14.7%,·
COc1ccc(Cl)cc1NC(=S)N1CCN(C(=O)C2CCCO2)CC1 (configuration not stated),9.3%,18.9%,-12.2%,7.8%,-4.3%,24.9%,-1.5%,5.0%,-9.3%
CCOc1ccc(NC(=S)NC(=O)Cc2ccccc2)cc1,-17.4%,?,?,?,6.2%,-26.5%,-7.2%,-3.7%,-8.8%
CCc1cccc(CC)c1C(OC(C)=O)c1cccnc1 (configuration not stated),·,-13.7%,·,-16.2%,-5.0%,·,·,·,-7.6%

# Looked up by compound from above, seven records:
SMILES,Pol beta inh,POLI inh,G9a block,POLK inh,JMJD2A Tudor,BAZ2B block,BLM inh,APEX1 inh,Pol eta inh
O=S(=O)(c1ccccc1)N1CCC2(CCCN(Cc3ccccc3)C2)CC1,·,·,-3.6%[12.7 µM],-0.4%[60.1 µM],·,·,2.0%,2.8%,·
O=C1N/C(=N/S(=O)(=O)Cc2ccccc2)S/C1=C/c1ccc2c(c1)OCO2,6.2%,?,·,-26.9%,-14.0%,-1.1%,-5.5%,-2.9%,-8.2%
O=C(NC(=S)N1CCCC1)c1cccc([N+](=O)[O-])c1,0.7%,27.1%,79.4µM*,5.7%,-20.8%,-38.1%,-2.2%,-9.4%,6.1%
Cc1nnc(-c2cnn(-c3ccccc3)c2N)n1Cc1ccncc1,13.6%,23.0%,44.8%,-0.6%,-9.0%,3.2%,-1.3%,1.0%,-15.8%
CCOc1ccc(NC(=S)NC(=O)Cc2ccccc2)cc1,-17.4%,?,?,?,6.2%,-26.5%,-7.2%,-3.7%,-8.8%
COc1ccc(Cl)cc1NC(=S)N1CCN(C(=O)C2CCCO2)CC1 (configuration not stated),9.3%,18.9%,-12.2%,7.8%,-4.3%,24.9%,-1.5%,5.0%,-9.3%
COc1ccc(NC(=O)c2cc(=O)c3ccccc3o2)cn1,13.7%,-18.9%,-8.5%[59 µM],-0.8%,4.9%,14.5%,-7.8%,-7.4%,-10.6%

# Next part.
SMILES,Pol beta inh,POLI inh,G9a block,POLK inh,JMJD2A Tudor,BAZ2B block,BLM inh,APEX1 inh,Pol eta inh
Cc1cccc(O)c1C,·,-17.7%,·,5.2%,-17.7%,·,·,43.3%&7.9%,-6.5%
Cc1ccc(NC(=O)c2ccccc2)cc1,-2.5%,-1.1%,11.8%[12.7 µM],-10.8%,-26.6%,-5.9%,0.0%,-4.0%,-2.0%
Cc1ccc(-c2nc(Nc3cccc(C)c3)sc2CC(=O)O)cc1,27.9%,-8.7%,·,-12.6%,?,-15.8%,-8.1%,2.0%,2.5%
COc1ccccc1NS(=O)(=O)c1ccc(C)c(C(=O)NCc2cccnc2)c1,·,19.0%,7.4%[12.7 µM],18.8%,-1.7%,10.1%,·,-2.7%,-6.5%
CC(Oc1ccc(F)cc1)C(=O)N(Cc1ccccc1)c1c(N)n(Cc2ccccc2)c(=O)[nH]c1=O (configuration not stated),·,21.2%,1.0%,-15.7%,1.4%,-3.8%,·,-7.2%,-12.8%
CC(C)(C)C(=O)NC(=S)Nc1ccc(C(F)(F)F)cc1,5.7%,-22.9%,·,-19.7%,-2.3%,3.7%,-11.0%,5.6%,-10.9%
Nc1[nH]nc2nc(N3CCOCC3)nc(-c3ccccc3)c12,5.7%,10.6%,20.8%,-12.7%,-14.5%[57.1 µM],-7.0%,-0.2%,-9.9%,-10.2%
CC1C/C(=C/c2ccco2)C(=O)/C(=C/c2ccco2)C1 (configuration not stated),3.55µM*,·,12.6µM*,·,·,35.5µM*,-20.2%,4.3%,·
O=C(NCCCN1CCOCC1)c1cc(-c2ccccc2)on1,3.2%,?,6.6%[12.7 µM],-3.3%,-5.0%,9.5%,1.9%,-1.7%,-16.0%
Oc1cc(O)cc(/C=C/c2ccc(O)c(O)c2)c1,7.94µM*,15.8µM*,0.67µM*,79.4µM*,44.7µM*,?,-12.7%,?,17.8µM*!
O=c1cc(-c2ccccc2Cl)oc2ccc([N+](=O)[O-])c(O)c12,?,-6.8%,50.1µM*!,-15.4%&-5.0%,-36.0%,?,-8.6%[75.6 µM],-1.3%&-6.7%,-17.8%
CCOC(=O)C1=C(CN2CCCCC2)NC(=O)NC1c1ccc(C)cc1 (configuration not stated),1.8%,20.5%,?,-8.7%,-17.3%,·,-3.9%,·,-21.9%
O=S(=O)(Nc1ccc2oc3c(c2c1)CCCC3)c1cc(Cl)ccc1Cl,3.0%,-18.6%,?,-40.2%,-21.2%,-34.4%,-14.3%,·,-16.0%
Cc1csc(Nc2ccc(Cl)cc2)[n+]1-c1ccc(Cl)cc1,-0.4%,-16.3%,20µM*,8.8%,14.1µM*,12.6µM*,-7.8%,3.1%,-5.5%
COC(=O)c1cn(NC(=O)c2cccc(N(C)C)c2)c(=O)c2ccccc12,0.3%,5.5%,·,-15.4%,-33.1%,-9.6%,-2.5%,-4.2%,0.7%

# 2 of the compounds above, with each value named:
Nc1[nH]nc2nc(N3CCOCC3)nc(-c3ccccc3)c12
  Pol beta inh: 5.7%; POLI inh: 10.6%; G9a block: 20.8%; POLK inh: -12.7%; JMJD2A Tudor: -14.5%[57.1 µM]; BAZ2B block: -7.0%; BLM inh: -0.2%; APEX1 inh: -9.9%; Pol eta inh: -10.2%

CC1C/C(=C/c2ccco2)C(=O)/C(=C/c2ccco2)C1 (configuration not stated)
  Pol beta inh: 3.55µM*; POLI inh: ·; G9a block: 12.6µM*; POLK inh: ·; JMJD2A Tudor: ·; BAZ2B block: 35.5µM*; BLM inh: -20.2%; APEX1 inh: 4.3%; Pol eta inh: ·

# Carrying on.
SMILES,Pol beta inh,POLI inh,G9a block,POLK inh,JMJD2A Tudor,BAZ2B block,BLM inh,APEX1 inh,Pol eta inh
CCC(Oc1ccccc1)C(=O)Nc1cc(-c2ccccc2F)nn1-c1ccccc1 (configuration not stated),14.2%,-17.4%,0.5%[59 µM],-14.7%[60.1 µM],-7.1%,16.4%,-3.0%,·,-3.0%
Cc1ccc(-c2nnn(CC(=O)N(c3cccc(O)c3)C(C(=O)NC(C)(C)C)c3cccs3)n2)o1 (configuration not stated),14.3%,-5.8%,44.7µM*,-8.0%,-20.1%,1.3%,-1.5%,-3.0%,-0.4%
CCNC(=S)NNC(=O)c1cc(-c2ccccc2C)nc2ccccc12,4.7%,-18.4%,?,-9.1%,-32.7%,-2.7%[57.1 µM],-3.6%,14.2%,-1.8%
Nc1ccc2nc(-c3cc(Cl)c(N)c(Cl)c3)[nH]c2c1,?,-11.2%,?,?,?,?,14.1µM*,6.9%,?
CC(C)(C)S(=O)N1Cc2ccc(CO)cc2[C@H]1CCO (some centres not stated),·,-3.9%,·,3.6%,-4.1%,·,·,·,-12.3%
Cc1ccc(NC(=O)c2cc3c(-c4ccccc4)nn(-c4ccccc4)c3s2)cc1,-9.1%,18.6%,-4.3%[59 µM],-22.1%,-12.4%,-2.4%,-2.8%,·,-15.2%
COc1ccc(COC(=O)C2=C(C)NC(=O)NC2c2ccc(F)cc2)cc1 (configuration not stated),2.5%,87.9%[activator],48.7%,-0.8%,-23.8%,-19.6%,-3.2%,42.0%,3.1%
Nc1cccc(-c2cc(-c3ccccc3)nc(-c3cccc(N)c3)n2)c1,18.7%,17.8%,17.3%[59 µM],-11.2%,-8.6%,-3.8%,-7.6%,-10.8%,-7.7%
CN(C)CC(C(=O)c1ccccc1)c1ccccc1 (configuration not stated),2.4%,31.6µM*,-6.4%[12.7 µM],-1.2%,5.4%,10.7%,-0.5%,3.1%,-15.1%
COC(=O)c1ccc(OCC(O)CN2CCc3cc(OC)c(OC)cc3C2c2ccccc2)cc1 (configuration not stated),-2.3%,25.4%,?,-2.5%,-32.5%,-32.0%,-10.4%,43.1%,?
CCCCn1c(CN2CCOCC2)nc2c1c(=O)n(C)c(=O)n2C,4.5%,38.4%[activator],-49.4%,-3.2%,-2.1%,30.3%[activator],-0.1%,-2.2%,-4.3%
Oc1cccc(C2c3[nH]c4ccccc4c3CCN2Cc2ccoc2)c1 (configuration not stated),-1.6%,-23.3%,-39.4%,-11.2%,?,?,-8.1%,-6.2%,-23.6%
